Source: PubChem BioAssay (National Center for Advancing Translational Sciences (NCATS))
TSG101-PTAP inh – blocks PTAP/TSG101 interaction to inhibit HIV-1 budding | Q99816 | Potency, µM (top dose mostly 115 µM), for inactives: at the highest dose activity change, negative = inhibition, hits mostly inhibitors | Fluorescence polarization, FITC-PTAP peptide / Tsg101 binding | 340,000 tested, under 10 active; active = well fitted inhibition curve with a large enough effect in the main read-out, with a control signal flat, not every such curve was filed as active; inconclusive = small, poorly fitted or top-dose-only effect, or effect the other way, or a change in a side signal; inactive = no such curve, though single readings can be large or run the other way; also: potency is read from the fitted curve at half-maximal effect; % of control where 0% means no effect
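Steps: Tsg101 binding domain dispensed (10 uM final), compounds pinned in DMSO, FITC-labeled PTAP-motif peptide added (50 nM final); after 20 min binding at room temperature, polarization measured.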
BCR signal inh – chronic active BCR signaling inhibition. ABC-DLBCL IkBa-CBG/CBR reporter, luminescence ratio, 4 h. Potency, µM (titrated, usually from 46.1 µM), without a hit: at the highest dose ratio change, negative = lower green/red ratio, hits mostly inhibitors. hit rate 0.05% among 340,000. AID 493014; active = well fitted inhibition curve with a large enough effect in the signal ratio, with a control signal flat, not every such curve was filed as active; inconclusive = small, poorly fitted or top-dose-only effect, or effect the other way, or a change in a side signal; the % refers to the signal ratio;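 also: potency is read from the fitted curve at half-maximal effect; plate controls were basal doxycycline-induced cells for no effect and cells given 10 µM MG132 for full effect; MG132 reads +100%, hits lower the ratio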
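Compounds up to 46 uM were incubated four hours with TMD8 cells whose green CBG68 luciferase is fused to IkappaBalpha; red CBR luminescence normalised the signal, and concentration-effect curves were fitted to fusion, red and ratio data.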
TCR act – activates T cell receptor signaling | primary human leukocytes, anti-CD3, IL-2 HTRF, 48 h | Potency, µM (doses to about 9.22 µM), for inactives: at the highest dose activation of IL-2 secretion, actives largely listed as activators | 330,000 tested, under 10 active | AID 504894; also: % of control where 0% means no effect
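Primary human leukocytes incubated 48 hr with anti-CD3 beads plus compound, without co-stimulation. Secreted IL-2 measured by HTRF (europium cryptate/d2 anti-IL-2 pair, 320 nm excitation, 665 nm emission).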
a7 integrin act – activates integrin-mediated alleviation for muscular dystrophy | alpha7betagal myoblasts, beta-gal FDG fluorescence, 48 h | Potency, µM (highest dose often 38.3 µM), for inactives: at the top dose activation, hits mostly activators | hit rate 0.064% among 350,000 | AID 624291;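 also: potency is read from the fitted curve at half-maximal effect; 100% = response of the positive control SU9516; nearly all actives have a fitted effect of over 60% in size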
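alpha7betagal+/- myoblasts (passage 13, 250/well) treated 48 h at 37C with compounds at 1:260 dilution of DMSO stock. Lysed, then beta-galactosidase activity read as FDG fluorescence (ex 480/em 540) after 30 min, with pre-read for autofluorescence.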
A-T KAP1 phos – potential ataxia-telangiectasia treatment; […] A-T fibroblasts, KAP-1 phosphorylation AlphaLISA; neocarzinostatin DNA damage 30 min before lysis; Potency, µM (top dose mostly 57.5 µM), without a hit: at the highest dose activation, usual class: activators; hit rate 0.19% among 320,000; also: potency is read from the fitted curve at half-maximal effect; % of control where 0% means no effect; nearly all actives have a fitted effect of over 45% in size
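ATM-like activity read as KAP-1 phosphorylation via AlphaLISA donor/acceptor antibody pairs after lysis and 6 hr at 25C. Cells were ATM-null patient fibroblasts ([…], hTERT), dosed 60 min, then exposed to the DSB inducer NCS for 30 min.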
Tb PFK block – blocks T. brucei phosphofructokinase; O15648; T. brucei PFK, ADP-Glo luminescence; Potency, µM (doses to about 57.5 µM), for the others: at the top dose activity, negative = inhibition, usual class: inhibitors; hit rate 0.17% among 330,000;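 also: potency is read from the fitted curve at half-maximal effect; 0% = uninhibited 1x PFK enzyme wells and -100% = no-enzyme wells; nearly all actives have a fitted effect of over 60% in size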
Target sequence (O15648 whole entry, looked up): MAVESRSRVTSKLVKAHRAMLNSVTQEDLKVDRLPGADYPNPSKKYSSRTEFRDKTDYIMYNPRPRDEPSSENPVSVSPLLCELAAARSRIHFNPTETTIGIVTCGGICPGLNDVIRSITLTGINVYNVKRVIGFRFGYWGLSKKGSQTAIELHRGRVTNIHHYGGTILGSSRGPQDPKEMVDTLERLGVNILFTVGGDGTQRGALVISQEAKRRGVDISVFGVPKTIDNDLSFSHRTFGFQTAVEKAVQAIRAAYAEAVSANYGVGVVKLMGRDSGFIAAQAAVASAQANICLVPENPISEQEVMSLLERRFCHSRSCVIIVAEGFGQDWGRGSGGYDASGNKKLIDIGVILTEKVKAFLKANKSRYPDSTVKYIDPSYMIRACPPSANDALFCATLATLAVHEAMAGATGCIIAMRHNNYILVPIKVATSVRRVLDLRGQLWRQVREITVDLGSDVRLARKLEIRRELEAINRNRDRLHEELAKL
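ADP-Glo luminescence quantified ADP after 45 min at room temperature, with 1.25 nM T. brucei PFK, 0.1 mM ATP and 0.5 mM fructose-6-phosphate in pH 8.0 TEA buffer. qHTS titrations up to 57 µM; curves classified by quality.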
Eya2 inh – blocks the phosphatase activity of human Eya2 | O00167 | recombinant Eya2, OMFP fluorescence dephosphorylation (OMFP is methylfluorescein phosphate) | Potency, µM (top dose mostly 76.9 µM), for inactives: at the highest dose activity, negative = inhibition, hits mostly inhibitors | hit rate 0.006% among 330,000 | AID 488837; also: potency is read from the fitted curve at half-maximal effect; % is scaled to controls: 0 for no effect and ±100 for the full control effect
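Eya2 (0.2 uM) preincubated 10 min at ambient with compound, then OMFP substrate added at 50 uM; 10 min reaction in 50 mM HEPES pH 7.5, 50 mM NaCl, 5 uM MgCl2, 0.05% BSA, 1 mM DTT. Fluorescence read at Ex 485/Em 525 nm.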
S-ASM inh – blocks human secretory acid sphingomyelinase; placental ASM, HMU-PC fluorogenic substrate, 60 min; P17405; hit rate 0.006% among 340,000; Potency, µM (series often up to 57.5 µM), for inactives: at the highest dose activity change, negative = inhibition, actives largely listed as inhibitors; also: potency is read from the fitted curve at half-maximal effect
Target sequence (P17405 47-631 limits assumed): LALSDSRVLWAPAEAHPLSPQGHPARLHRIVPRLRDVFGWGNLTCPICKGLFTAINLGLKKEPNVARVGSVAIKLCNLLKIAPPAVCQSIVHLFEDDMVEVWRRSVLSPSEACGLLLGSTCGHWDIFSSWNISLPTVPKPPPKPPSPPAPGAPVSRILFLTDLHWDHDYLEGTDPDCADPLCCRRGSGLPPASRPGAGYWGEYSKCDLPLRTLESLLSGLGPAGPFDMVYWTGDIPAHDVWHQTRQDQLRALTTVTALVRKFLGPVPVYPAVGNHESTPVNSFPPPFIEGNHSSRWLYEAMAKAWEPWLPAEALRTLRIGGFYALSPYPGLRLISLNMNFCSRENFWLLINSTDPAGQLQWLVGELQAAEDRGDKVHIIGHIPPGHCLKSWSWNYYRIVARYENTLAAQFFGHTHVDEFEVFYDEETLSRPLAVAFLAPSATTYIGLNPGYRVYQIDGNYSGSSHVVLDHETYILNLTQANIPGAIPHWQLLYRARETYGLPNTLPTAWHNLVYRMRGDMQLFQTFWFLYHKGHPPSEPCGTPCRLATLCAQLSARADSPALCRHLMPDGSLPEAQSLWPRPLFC
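Human placenta-derived ASM preincubated with compound 10 min at room temperature, then reacted with 9 uM (final) fluorogenic HMU-PC substrate for 60 min at 37 C. Stop solution raises pH to 10; fluorescence read at Ex 386/Em 447 nm.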
TSHR antag – blocks TSH signaling through the human TSH receptor | P16473 | TSHR-expressing cells, TSH-stimulated cAMP HTRF, 2 h; active compounds read low | activity change, negative = inhibition, % at 11.5 µM | hit rate 0.2% among 330,000 | AID 504810;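 active = activity change below a set negative limit, meaning inhibition stronger than a set level, cut at about -70% in these data; inconclusive = activity change between two set negative limits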; also: % is scaled to controls: 0 for no effect and ±100 for the full control effect
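Cell-based HTRF cAMP assay; TSHR cells + compound, TSH EC80 (4nM final), 2 h, 37 deg C. Lysis with anti-cAMP cryptate and cAMP-d2, 30 min RT, read 665/620 nm.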
ELG1 repair inh – blocks ELG1-dependent DNA repair in HEK293T cells; HEK293T ELG1-luciferase reporter, luminescence, 16 h; DNA damage induced by 5-fluorouridine; Potency, µM (titrated, usually from 46.1 µM), inactives show top-dose activity change, negative = inhibition, usual class: inhibitors; hit rate 2.3% among 330,000; also: potency is read from the fitted curve at half-maximal effect; % is scaled to controls: 0 for no effect and ±100 for the full control effect; nearly all actives have a fitted effect of over 55% in size
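HEK293T cells expressing luciferase-tagged ELG1 (2,000/well) received 5-Fluorouridine plus compound or DMSO for 16 hr at 37 °C. Luciferase was read by ONE-Glo luminescence after 30 min at room temperature.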
Mito fusion yeast – mitochondrial division inhibition or fusion activation; S. cerevisiae fusion-defective mutant growth rescue, CellTiterGlo 48 h; Potency, µM (series often up to 46.1 µM), without a hit: at the highest dose growth rescue (activation), usual class: activators; hit rate 0.23% among 320,000;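 also: potency is read from the fitted curve at half-maximal effect; % of control where 0% means no effect; nearly all actives have a fitted effect of over 45% in size; temperature-sensitive fusion mutants such as fzo1-1 at 37 °C on non-fermentable ethanol glycerol medium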
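Read-out: ATP-based luminescence (CellTiterGlo, 10 min ambient) reporting growth of fusion-defective ts yeast after 48 hours at 37C on glycerol/ethanol YPEG medium in the presence of compound.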
The depositor's hits bear a star; [ ] = another dose, or the depositor's remark. Unless noted, calls follow the shape of the dose curve; as a rule, active = well fitted curve in the direction sought with a large enough effect; inconclusive = small, poorly fitted or top-dose-only effect, or another doubt; inactive = no such curve, though single readings can be large; an effect the other way counts as inactive or inconclusive.

For Cc1c(/C(O)=C2\C(=O)C(=O)N(CCN(C)C)C2c2ccccc2)cnn1-c1ccccc1 (stereo not given) the results were TSG101-PTAP inh -2%, BCR signal inh inconclusive, TCR act -6%, a7 integrin act 12%, A-T KAP1 phos -1%, Tb PFK block 2%, Eya2 inh -3%, S-ASM inh 3%, TSHR antag 3, ELG1 repair inh inconclusive and Mito fusion yeast 5%.
Screening Cc1cc(C)n2nc(CC(=O)NNC(=O)c3ccccc3Cl)nc2n1 returned TSG101-PTAP inh -2%, BCR signal inh -2%, TCR act 7%, a7 integrin act -16%, A-T KAP1 phos -4%, Tb PFK block 0%, Eya2 inh -6%, S-ASM inh 4%, TSHR antag 5, ELG1 repair inh 17% and Mito fusion yeast 0%.
For Cc1cccc(N(CC(=O)N2CCCCCC2)S(C)(=O)=O)c1 the results were TSG101-PTAP inh -5%, BCR signal inh -5%, a7 integrin act -10%, A-T KAP1 phos 0%, Tb PFK block -2%, Eya2 inh 6%, S-ASM inh 3%, TSHR antag 0, ELG1 repair inh -1% and Mito fusion yeast 1%.
`CN(CCc1cnn(C)c1)Cc1cn(C)nc1-c1ccccc1F` gave TSG101-PTAP inh 0%, BCR signal inh -4%, TCR act -1%, a7 integrin act 42%, A-T KAP1 phos -4%, Tb PFK block 2%, Eya2 inh -18%, S-ASM inh 0%, TSHR antag 2, ELG1 repair inh 7% and Mito fusion yeast 2%.
For O=C(c1ccccc1Cl)N1N=C(c2ccc(Br)cc2)CC1c1nc2ccccc2[nH]1 (stereo not given) the results were TSG101-PTAP inh -2%, BCR signal inh inconclusive, TCR act 2%, a7 integrin act -9%, A-T KAP1 phos -4%, Tb PFK block -3%, Eya2 inh -2%, S-ASM inh -29%, TSHR antag 5, ELG1 repair inh inconclusive and Mito fusion yeast -13%.
Screening CC(C)CN(C(=O)COC(=O)CN1C(=O)c2ccccc2C1=O)c1c(N)n(Cc2ccccc2)c(=O)[nH]c1=O returned TSG101-PTAP inh -5%, BCR signal inh -3%, TCR act 0%, a7 integrin act 23%, A-T KAP1 phos -7%, Tb PFK block 4%, Eya2 inh -24%, S-ASM inh 3%, TSHR antag 8, ELG1 repair inh 8% and Mito fusion yeast -1%.
For N#C/C(=C\c1ccc(O)c(O)c1)S(=O)(=O)c1ccccc1 the results were TSG101-PTAP inh -3%, BCR signal inh 1%, a7 integrin act 3%, A-T KAP1 phos -8%, Tb PFK block -20%, Eya2 inh -9%, S-ASM inh -4%, TSHR antag 7, ELG1 repair inh 6% and Mito fusion yeast -2%.
NC(=O)c1ccc(SCC(=O)OCC(=O)N2CCCCC2)c([N+](=O)[O-])c1 was read as TSG101-PTAP inh -2%, BCR signal inh 3%, TCR act -7%, a7 integrin act -8%, A-T KAP1 phos -11%, Tb PFK block 8%, Eya2 inh 13%, S-ASM inh 0%, TSHR antag -8, ELG1 repair inh 5% and Mito fusion yeast 2%.
Screening O=C(COC(=O)c1cc2ccccc2oc1=O)Nc1ccc(F)cc1F returned TSG101-PTAP inh -11%, BCR signal inh inconclusive, TCR act -6%, a7 integrin act 4.5µM*, A-T KAP1 phos inconclusive, Tb PFK block -2%, Eya2 inh inconclusive, S-ASM inh 0%, TSHR antag 3, ELG1 repair inh inconclusive and Mito fusion yeast 3%.
Screening O=C(NCCC1=CCCCC1)C1CCC(=O)N(Cc2ccc(Cl)cc2)C1 (stereo not given) returned TSG101-PTAP inh -9%, BCR signal inh 5%, TCR act -6%, a7 integrin act -3%, A-T KAP1 phos 8%, Tb PFK block 1%, Eya2 inh 12%, S-ASM inh -9%, TSHR antag 10, ELG1 repair inh 8% and Mito fusion yeast 5%.
Screening CC(NC(=O)CSCc1ccc(Br)cc1)c1ccccc1 (stereo not given) returned TSG101-PTAP inh -3%, BCR signal inh 9%, TCR act -1%, a7 integrin act 28%, A-T KAP1 phos 9%, Tb PFK block 2%, Eya2 inh -1%, S-ASM inh 0%, TSHR antag -18, ELG1 repair inh -13% and Mito fusion yeast 6%.
CSc1ccc(S(=O)(=O)N2CCC(C(=O)NCc3cccnc3)CC2)cc1 was read as TSG101-PTAP inh -5%, BCR signal inh 10%, TCR act -2%, a7 integrin act inconclusive, A-T KAP1 phos -4%, Tb PFK block -1%, Eya2 inh -3%, S-ASM inh 4%, TSHR antag -15, ELG1 repair inh 2% and Mito fusion yeast -1%.
`O=C(O)c1c(Cl)c(Cl)c(Cl)c(Cl)c1C(=O)N1CCCC1` gave TSG101-PTAP inh -4%, BCR signal inh 14%, TCR act -1%, a7 integrin act -14%, A-T KAP1 phos 3%, Tb PFK block 3%, Eya2 inh 2%, S-ASM inh 0%, TSHR antag -3, ELG1 repair inh 7% and Mito fusion yeast -3%.
Screening Cc1ccc(S(=O)(=O)NC(C)C(=O)Nc2cccc([N+](=O)[O-])c2)cc1 (stereo not given) returned TSG101-PTAP inh 0%, BCR signal inh -3%, TCR act -3%, a7 integrin act 9%, A-T KAP1 phos 6%, Tb PFK block -1%, Eya2 inh 6%, S-ASM inh -4%, TSHR antag 3, ELG1 repair inh -19% and Mito fusion yeast 6%.
`O=C(COC(=O)c1cccc(NS(=O)(=O)/C=C/c2ccccc2)c1)Nc1ccccc1OC(F)F` gave TSG101-PTAP inh 0%, BCR signal inh -7%, TCR act -5%[46.1 µM], a7 integrin act 16%, A-T KAP1 phos 5%, Tb PFK block 3%, Eya2 inh 2%, S-ASM inh -1%, TSHR antag 4, ELG1 repair inh 0% and Mito fusion yeast 4%.
Screening NS(=O)(=O)c1ccc(CCNC(=O)CSc2nc3ccsc3c(=O)n2CC(=O)O)cc1 returned TSG101-PTAP inh -1%, BCR signal inh 0%, TCR act 0%[46.1 µM], a7 integrin act 16%, A-T KAP1 phos 1%, Tb PFK block -8%, Eya2 inh 2%, S-ASM inh 4%, TSHR antag 12, ELG1 repair inh inconclusive and Mito fusion yeast -1%.
CCc1nc(C)cn1S(=O)(=O)c1ccc([N+](=O)[O-])cc1 was read as TSG101-PTAP inh 0%, BCR signal inh -8%, TCR act 7%, a7 integrin act inconclusive, A-T KAP1 phos 0%, Tb PFK block 7%, Eya2 inh -4%, S-ASM inh -2%, TSHR antag 11, ELG1 repair inh 6% and Mito fusion yeast 3%.
`COC(=O)CSc1nnc(NC(=O)c2ccc3c(c2)OCO3)s1` gave TSG101-PTAP inh 0%, BCR signal inh 8%, TCR act 1%, a7 integrin act -3%, A-T KAP1 phos 1%, Tb PFK block -1%, Eya2 inh -2%, S-ASM inh -1%, TSHR antag -21, ELG1 repair inh inconclusive and Mito fusion yeast 1%.
For COc1ccc(COc2cc(-c3cccc(OC)c3)nc3ccc(NC(=O)c4cccnc4)cc23)cc1 the results were TSG101-PTAP inh -2%, BCR signal inh 0%, TCR act -1%, a7 integrin act -11%, A-T KAP1 phos 12%, Tb PFK block 0%, Eya2 inh 9%, S-ASM inh inconclusive, TSHR antag 2, ELG1 repair inh 2.9µM* and Mito fusion yeast 10%.

2 records picked at random from the list so far:
Screening CC(C)CN(C(=O)COC(=O)CN1C(=O)c2ccccc2C1=O)c1c(N)n(Cc2ccccc2)c(=O)[nH]c1=O returned TSG101-PTAP inh -5%, BCR signal inh -3%, TCR act 0%, a7 integrin act 23%, A-T KAP1 phos -7%, Tb PFK block 4%, Eya2 inh -24%, S-ASM inh 3%, TSHR antag 8, ELG1 repair inh 8% and Mito fusion yeast -1%.
For O=C(c1ccccc1Cl)N1N=C(c2ccc(Br)cc2)CC1c1nc2ccccc2[nH]1 (stereo not given) the results were TSG101-PTAP inh -2%, BCR signal inh inconclusive, TCR act 2%, a7 integrin act -9%, A-T KAP1 phos -4%, Tb PFK block -3%, Eya2 inh -2%, S-ASM inh -29%, TSHR antag 5, ELG1 repair inh inconclusive and Mito fusion yeast -13%.
